Compound activity from PubChem.
OXTR ag = agonists of human oxytocin receptor. CHO-OTR cells, Fluo-8 calcium fluorescence; normalized: DMSO 0%, oxytocin 100%. activation, % at 3 µM. 320,000 tested, 0.32% active. P30559;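 active = activation above the mean of all tested compounds plus 3 SD, cutoff set per screening run, cut at about 20% in these data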;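 note: peak over basal fluorescence ratio from a 100 s FLIPR kinetic read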
MEKK2 mut-MEK5 = signal of MEK5 binding to mutant human MEKK2 PB1 domain | bead flow cytometry, Alexa488-MEK5 binding to MEKK2 mutant | 290,000 tested, 0.35% active | AID 1530 | percent response, % at 10 µM; in the data active = percent response above about 24%, passing the limit was not always enough; note: inactives centre near 1; some results filed as inactive read as strong as hits; reference of the scale not given here
MEKK2 WT-MEK5 = raises or lowers MEK5 binding to wildtype human MEKK2 PB1 domain | Q9Y2U5 | bead flow cytometry, Alexa488-MEK5 binding to MEKK2 WT; actives lie on both sides | binding response (% of control), % at 10 µM | 290,000 tested, 1.1% active | AID 1531; in the data active = binding response below about 67% or above about 130%
PHOSPHO1 inh = blocks human PHOSPHO1 phosphatase activity. AID 1565. inhibition, % at 13.3 µM. Q8TCT1. 290,000 tested, 1.1% active. recombinant PHOSPHO1, absorbance phosphatase assay; in the data active = inhibition above about 60%
GPR7 antagonist = human neuropeptides B/W receptor 1 antagonism. inhibition, % at 4.4 µM. P48145. 290,000 tested, 1.1% active. GPR7-expressing cells, fluorescence antagonist assay; in the data active = inhibition above about 16%, passing the limit was not always enough;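 note: cells stimulated with the agonist NPW; 0% = agonist with vehicle and 100% = vehicle without agonist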
Target sequence (P48145 whole entry, looked up): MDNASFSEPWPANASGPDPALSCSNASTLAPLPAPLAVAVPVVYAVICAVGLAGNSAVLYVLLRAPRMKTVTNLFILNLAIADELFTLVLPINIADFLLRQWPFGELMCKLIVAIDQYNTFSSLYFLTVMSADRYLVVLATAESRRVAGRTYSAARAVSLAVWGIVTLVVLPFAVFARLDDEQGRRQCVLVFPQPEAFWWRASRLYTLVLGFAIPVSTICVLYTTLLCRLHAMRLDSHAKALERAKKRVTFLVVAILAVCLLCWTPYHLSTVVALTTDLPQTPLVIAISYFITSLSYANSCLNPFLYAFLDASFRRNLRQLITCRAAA
MEKK3 PB1 HTS = modulators (inhibitors or enhancers) of MEK5 binding to human MEKK3 PB1 domain | Q99759 | binding response (% of control), % at 10 µM | 290,000 tested, 1.4% active | bead-based flow cytometry, Alexa488-MEK5 binding to MEKK3; actives lie on both sides; 0 = blocked by unlabeled MEK5, 100 = vehicle | AID 1529;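 active = binding response more than 3 SD above or below the average of its plate-row segment, actives on both sides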;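 note: Alexa488 bead fluorescence after subtracting the streptavidin-only scavenger bead signal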
V1R ag counter = activates human V1a receptor in oxytocin agonist counter-screen | 320,000 tested, 0.25% active | P37288 | activation, % at 3 µM | AID 2797 | CHO-V1R cells, Fluo-8 calcium fluorescence, agonist mode; 0% DMSO, 100% 3 nM vasopressin;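 active = activation above the mean activation of all tested compounds plus 3 SD, per screening run, cut at about 20% in these data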;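 note: signal is peak over basal fluorescence ratio across a 100 second FLIPR read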
Target sequence (P37288 whole entry, looked up): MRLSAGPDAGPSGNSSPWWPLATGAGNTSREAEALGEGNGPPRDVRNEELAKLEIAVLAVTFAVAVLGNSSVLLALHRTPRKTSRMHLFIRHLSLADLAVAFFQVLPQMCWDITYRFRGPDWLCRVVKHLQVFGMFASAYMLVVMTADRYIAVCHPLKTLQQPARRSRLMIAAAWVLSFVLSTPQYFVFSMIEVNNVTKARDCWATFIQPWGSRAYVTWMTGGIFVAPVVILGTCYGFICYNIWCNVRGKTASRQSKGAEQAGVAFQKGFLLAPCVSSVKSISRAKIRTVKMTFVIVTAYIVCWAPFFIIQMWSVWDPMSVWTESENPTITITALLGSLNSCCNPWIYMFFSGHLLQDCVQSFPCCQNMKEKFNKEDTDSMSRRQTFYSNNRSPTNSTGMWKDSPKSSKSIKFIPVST
GalR3 antagonist = antagonists of human GalR3; AID 651719; 360,000 tested, 0.44% active; inhibition, % at 3 µM; HEK293 GalR3-CNG cAMP membrane potential fluorescence; galR3 body fused to GalR1 C-terminus;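 active = inhibition above the screen-wide average plus 3 SD, cut at about 13% in these data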;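 note: forskolin and galanin both at EC90 stimulate the cells; cAMP rise reported by CNG channel membrane potential dye signal; 0% = forskolin plus galanin with DMSO and 100% = forskolin alone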
Target sequence (O60755 1-299 limits assumed): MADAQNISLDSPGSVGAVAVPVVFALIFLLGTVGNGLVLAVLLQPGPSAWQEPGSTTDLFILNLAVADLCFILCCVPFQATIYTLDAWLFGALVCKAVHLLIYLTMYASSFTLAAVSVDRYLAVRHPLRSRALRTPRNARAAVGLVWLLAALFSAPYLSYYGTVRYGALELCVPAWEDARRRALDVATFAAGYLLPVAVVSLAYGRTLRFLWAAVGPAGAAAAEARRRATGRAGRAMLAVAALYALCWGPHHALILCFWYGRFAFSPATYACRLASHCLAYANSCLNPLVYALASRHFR
NALP1 yeast inh = NALP1 inhibition. 280,000 tested, 0.61% active. inhibition, % at 10 µM. AID 2071. S. cerevisiae NALP1/ASC/caspase-1 growth, X-gal OD620, 72 h; in the data active = inhibition mostly above about 24%, no sharp cut-off; inactive = mostly below about 32%; note: some compounds called inactive have numbers as strong as hits
* hit, by the source's call; [ ] = another dose, or the depositor's remark.

The first 3 compounds, to show the layout:
Results for Cc1cc(Cl)ccc1OCC(=O)N/N=C/c1ccc(OC2OC(CO)C(O)C(O)C2O)cc1 (configuration not stated) ?
OXTR ag: -0.3; MEKK2 mut-MEK5: 1; MEKK2 WT-MEK5: 101; PHOSPHO1 inh: 27; GPR7 antagonist: -5; MEKK3 PB1 HTS: 103; V1R ag counter: 1.0; GalR3 antagonist: -3

Results for CCCCNC(=S)NC(=O)c1ccc(Cl)cc1Cl ?
OXTR ag: -1.6; MEKK2 mut-MEK5: -2; MEKK2 WT-MEK5: 98; PHOSPHO1 inh: 31; GPR7 antagonist: 6; MEKK3 PB1 HTS: 96; V1R ag counter: -0.8; GalR3 antagonist: -1; NALP1 yeast inh: -2

What do the screens show for `CCOn1c(=O)c(-c2cccs2)[n+]([O-])c2ccccc21`?
OXTR ag: -0.8; MEKK2 mut-MEK5: 0; MEKK2 WT-MEK5: 94; PHOSPHO1 inh: 8; GPR7 antagonist: 14; MEKK3 PB1 HTS: 96; V1R ag counter: -0.3; GalR3 antagonist: -2; NALP1 yeast inh: 13

Main list, repeating the preview:
Results for Cc1cc(Cl)ccc1OCC(=O)N/N=C/c1ccc(OC2OC(CO)C(O)C(O)C2O)cc1 (configuration not stated) ?
OXTR ag: -0.3; MEKK2 mut-MEK5: 1; MEKK2 WT-MEK5: 101; PHOSPHO1 inh: 27; GPR7 antagonist: -5; MEKK3 PB1 HTS: 103; V1R ag counter: 1.0; GalR3 antagonist: -3

Results for CCCCNC(=S)NC(=O)c1ccc(Cl)cc1Cl ?
OXTR ag: -1.6; MEKK2 mut-MEK5: -2; MEKK2 WT-MEK5: 98; PHOSPHO1 inh: 31; GPR7 antagonist: 6; MEKK3 PB1 HTS: 96; V1R ag counter: -0.8; GalR3 antagonist: -1; NALP1 yeast inh: -2

What do the screens show for `CCOn1c(=O)c(-c2cccs2)[n+]([O-])c2ccccc21`?
OXTR ag: -0.8; MEKK2 mut-MEK5: 0; MEKK2 WT-MEK5: 94; PHOSPHO1 inh: 8; GPR7 antagonist: 14; MEKK3 PB1 HTS: 96; V1R ag counter: -0.3; GalR3 antagonist: -2; NALP1 yeast inh: 13

How did Cc1ccc(Oc2ccccc2)c(NC=O)c1 do in these assays?
OXTR ag: -1.8; MEKK2 mut-MEK5: 2; MEKK2 WT-MEK5: 99; PHOSPHO1 inh: -8; GPR7 antagonist: 11; MEKK3 PB1 HTS: 98; V1R ag counter: -1.4; GalR3 antagonist: -6; NALP1 yeast inh: -16

Results for O=C(Cc1coc2ccc3ccccc3c12)N1CCN(c2ncccn2)CC1 ?
OXTR ag: 0.8; MEKK2 mut-MEK5: -2; MEKK2 WT-MEK5: 93; PHOSPHO1 inh: 4; GPR7 antagonist: -5; MEKK3 PB1 HTS: 98; V1R ag counter: 0.6; GalR3 antagonist: -5; NALP1 yeast inh: 16

How did CCc1n[nH]c2c1/C(=N/O)CCC2 do in these assays?
OXTR ag: -0.1; MEKK2 mut-MEK5: -1; MEKK2 WT-MEK5: 99; PHOSPHO1 inh: 7; GPR7 antagonist: 1; MEKK3 PB1 HTS: 93; V1R ag counter: -0.4; GalR3 antagonist: 0; NALP1 yeast inh: 37

How did O=C(Nc1cccc(F)c1)c1ccco1 do in these assays?
OXTR ag: -0.4; MEKK2 mut-MEK5: -11; MEKK2 WT-MEK5: 93; PHOSPHO1 inh: -21; GPR7 antagonist: -2; MEKK3 PB1 HTS: 99; V1R ag counter: -0.2; GalR3 antagonist: -1; NALP1 yeast inh: 10

What do the screens show for `O=C(COC(=O)/C=C/c1nc2ccccc2s1)Nc1ccccc1Oc1ccccc1`?
OXTR ag: 0.1; MEKK2 mut-MEK5: 0; MEKK2 WT-MEK5: 109; PHOSPHO1 inh: -15; GPR7 antagonist: 3; MEKK3 PB1 HTS: 108; V1R ag counter: 4.0; GalR3 antagonist: -4; NALP1 yeast inh: 15

What do the screens show for `CC1CCCC(NC(=O)CN(C)S(=O)(=O)c2cnc[nH]2)C1C` (configuration not stated)?
OXTR ag: 0.1; MEKK2 mut-MEK5: -1; MEKK2 WT-MEK5: 98; PHOSPHO1 inh: -13; GPR7 antagonist: -10; MEKK3 PB1 HTS: 99; V1R ag counter: 0.0; GalR3 antagonist: 2; NALP1 yeast inh: -2

What do the screens show for `COc1ccccc1N1CCN(C(=O)C2C3C=CC4(CN(Cc5ccccc5Cl)C(=O)C24)O3)CC1` (configuration not stated)?
OXTR ag: 0.6; MEKK2 mut-MEK5: -2; MEKK2 WT-MEK5: 86; PHOSPHO1 inh: 16; GPR7 antagonist: -6; MEKK3 PB1 HTS: 82*[inhibitor]; V1R ag counter: 0.1; GalR3 antagonist: -7; NALP1 yeast inh: -3

Results for Cc1cc(NC(=O)c2ccccc2Cl)no1 ?
OXTR ag: 0.3; MEKK2 mut-MEK5: -30; MEKK2 WT-MEK5: 59; PHOSPHO1 inh: 41; GPR7 antagonist: 7; MEKK3 PB1 HTS: 35*[inhibitor]; V1R ag counter: 1.4; GalR3 antagonist: 0; NALP1 yeast inh: -1

What do the screens show for `Cc1nn(-c2ccc(Cl)cc2)c(=O)c2c(C)noc12`?
OXTR ag: -1.7; MEKK2 mut-MEK5: -2; MEKK2 WT-MEK5: 94; PHOSPHO1 inh: 42; GPR7 antagonist: -10; MEKK3 PB1 HTS: 91; V1R ag counter: -0.6; GalR3 antagonist: 0

What do the screens show for `CC1CCN(C(=O)C2CCCN(S(C)(=O)=O)C2)CC1` (configuration not stated)?
OXTR ag: 0.5; MEKK2 mut-MEK5: 3; MEKK2 WT-MEK5: 106; PHOSPHO1 inh: 20; GPR7 antagonist: 7; MEKK3 PB1 HTS: 104; V1R ag counter: 0.6; GalR3 antagonist: -9; NALP1 yeast inh: 5

What do the screens show for `O=C(Cc1cccs1)NC1(C(=O)NC2CCCC2)CCCCC1`?
OXTR ag: -1.6; MEKK2 mut-MEK5: -3; MEKK2 WT-MEK5: 94; PHOSPHO1 inh: -5; GPR7 antagonist: -1; MEKK3 PB1 HTS: 91; V1R ag counter: -0.1; GalR3 antagonist: -1; NALP1 yeast inh: 23

What do the screens show for `O=C(OCCN1CCCCC1)c1cccc(Cl)c1`?
OXTR ag: 4.0; MEKK2 mut-MEK5: 12; MEKK2 WT-MEK5: 110; PHOSPHO1 inh: 36; GPR7 antagonist: -20; MEKK3 PB1 HTS: 105; V1R ag counter: 5.8; GalR3 antagonist: -9; NALP1 yeast inh: 23

What do the screens show for `c1ccc(-c2noc(-c3cccc4ccccc34)n2)cc1`?
OXTR ag: -0.8; MEKK2 mut-MEK5: 0; MEKK2 WT-MEK5: 101; PHOSPHO1 inh: -24; GPR7 antagonist: -4; MEKK3 PB1 HTS: 105; V1R ag counter: 0.4; GalR3 antagonist: 6; NALP1 yeast inh: -1

How did O=C(Cc1sc(-c2ccccc2Cl)nc1-c1ccccc1)Nc1ccc(F)cc1 do in these assays?
OXTR ag: 0.6; MEKK2 mut-MEK5: -2; MEKK2 WT-MEK5: 90; PHOSPHO1 inh: 22; GPR7 antagonist: -5; MEKK3 PB1 HTS: 98; V1R ag counter: 0.1; GalR3 antagonist: 0; NALP1 yeast inh: 24

What do the screens show for `CCOC(=O)N1CCN(C(=O)c2ccc(Cn3c(=S)[nH]c4ccc(Br)cc4c3=O)cc2)CC1`?
OXTR ag: -1.0; MEKK2 mut-MEK5: -2; MEKK2 WT-MEK5: 98; PHOSPHO1 inh: -125; GPR7 antagonist: 4; MEKK3 PB1 HTS: 100; V1R ag counter: 0.9; GalR3 antagonist: 0; NALP1 yeast inh: 5

What do the screens show for `CCOC(=O)c1c(C)[nH]c(C(=O)OCC(=O)NC(C)C)c1C`?
OXTR ag: -1.0; MEKK2 mut-MEK5: 2; MEKK2 WT-MEK5: 96; PHOSPHO1 inh: 1; GPR7 antagonist: 5; MEKK3 PB1 HTS: 96; V1R ag counter: -0.7; NALP1 yeast inh: 3

Results for Cc1nc2cc(-c3ccccc3)nn2c(C)c1CCC(=O)NC(C)c1ccc2c(c1)OCCO2 (configuration not stated) ?
OXTR ag: -0.5; MEKK2 mut-MEK5: -4; MEKK2 WT-MEK5: 99; PHOSPHO1 inh: -6; GPR7 antagonist: -1; MEKK3 PB1 HTS: 106; V1R ag counter: 1.7; GalR3 antagonist: 2; NALP1 yeast inh: 25

What do the screens show for `O=C(Nc1ccc2c(c1)OCO2)Nc1ccc2c(c1)OCO2`?
OXTR ag: 1.6; MEKK2 mut-MEK5: -1; MEKK2 WT-MEK5: 103; PHOSPHO1 inh: 37; GPR7 antagonist: -13; MEKK3 PB1 HTS: 105; V1R ag counter: 1.3; GalR3 antagonist: 1; NALP1 yeast inh: -8

Results for Cc1ccc(-n2cnc3c(sc4nccc(N(C)C)c43)c2=O)cc1 ?
OXTR ag: -0.8; MEKK2 mut-MEK5: 14; MEKK2 WT-MEK5: 106; PHOSPHO1 inh: -14; GPR7 antagonist: -9; MEKK3 PB1 HTS: 105; V1R ag counter: -0.3; GalR3 antagonist: 2; NALP1 yeast inh: 0

How did COc1cc2c(cc1OC)C(c1cccs1)CC(=O)N2 (configuration not stated) do in these assays?
OXTR ag: 0.4; MEKK2 mut-MEK5: 6; MEKK2 WT-MEK5: 103; PHOSPHO1 inh: -3; GPR7 antagonist: 11; MEKK3 PB1 HTS: 102; V1R ag counter: 0.5; GalR3 antagonist: -7; NALP1 yeast inh: 8

How did CN1CCN(/N=C/c2nc(-c3ccccc3)n3ccccc23)CC1 do in these assays?
OXTR ag: -0.8; MEKK2 mut-MEK5: -3; MEKK2 WT-MEK5: 95; PHOSPHO1 inh: -14; GPR7 antagonist: 15; MEKK3 PB1 HTS: 94; V1R ag counter: 0.2; GalR3 antagonist: -3; NALP1 yeast inh: 21

Results for COC(=O)C1=C(CSCc2ccco2)NC(=O)NC1c1cc(C)ccc1C (configuration not stated) ?
OXTR ag: -2.2; MEKK2 mut-MEK5: 0; MEKK2 WT-MEK5: 103; PHOSPHO1 inh: -14; GPR7 antagonist: -13; MEKK3 PB1 HTS: 107; V1R ag counter: -0.6; GalR3 antagonist: -1; NALP1 yeast inh: -11

Results for Cc1ccc(C)c2[nH]c(=O)c(CN(Cc3ccco3)C(=S)NCC3CCCO3)cc12 (configuration not stated) ?
OXTR ag: -3.0; MEKK2 mut-MEK5: -4; MEKK2 WT-MEK5: 90; PHOSPHO1 inh: 18; GPR7 antagonist: 4; MEKK3 PB1 HTS: 93; V1R ag counter: -0.2; GalR3 antagonist: -7; NALP1 yeast inh: 2

What do the screens show for `COC(=O)c1ccc(/C=N/OCC(=O)NC2CCCCCCC2)cc1`?
OXTR ag: 0.7; MEKK2 mut-MEK5: 9; MEKK2 WT-MEK5: 112; PHOSPHO1 inh: -4; GPR7 antagonist: 0; MEKK3 PB1 HTS: 105; V1R ag counter: 5.8; GalR3 antagonist: -6; NALP1 yeast inh: 5

What do the screens show for `O=C(CN1C(=O)COc2ccccc21)N1CCc2ccccc2C1`?
OXTR ag: -0.1; MEKK2 mut-MEK5: -4; MEKK2 WT-MEK5: 94; PHOSPHO1 inh: 10; GPR7 antagonist: 2; MEKK3 PB1 HTS: 64; V1R ag counter: 0.4; GalR3 antagonist: -6; NALP1 yeast inh: 16

What do the screens show for `COc1ccc(OC)c(-n2cnc3cc(C(=O)O)ccc32)c1`?
OXTR ag: 0.1; MEKK2 mut-MEK5: 13; MEKK2 WT-MEK5: 109; PHOSPHO1 inh: 3; GPR7 antagonist: 0; MEKK3 PB1 HTS: 109; V1R ag counter: 0.8; GalR3 antagonist: 1; NALP1 yeast inh: 23
